# Growth percent in the NCI-60 one-dose screen (48 h, 10 µM unless noted): 100 = growth as untreated, 0 = no growth, -100 = all killed.
# HS 578T – HS 578T breast cancer; 78,000 tested, 4.1% active; AID 1794788
# MCF7 – MCF7 breast cancer; 82,000 tested, 6.3% active; AID 1794796
# BT-549 – BT-549 breast cancer. 78,000 tested, 4.4% active
# MDA-MB-231 – MDA-MB-231 breast cancer; 81,000 tested, 5% active
# K-562 – K-562 leukemia; 78,000 tested, 7.4% active
# SR – SR leukemia cells. 73,000 tested, 8.7% active
# MDA-MB-468 – MDA-MB-468 breast cancer | 78,000 tested, 8.5% active | AID 2202374
# T-47D – T-47D breast cancer; 79,000 tested, 5% active; AID 1794792
# The depositor's hits bear a star; · = not tested or not shown; & = joins results of further samples; [ ] = another dose, or the depositor's remark. Rule for the calls: active = growth percent below 10; inactive = the rest. No enrichment for hits (roughly 14% active in at least one column).
Compound	MDA-MB-231	SR	K-562	BT-549	MCF7	MDA-MB-468	T-47D	HS 578T
COc1ccccc1N=NNc1ccc(S(=O)(=O)NC(C)=O)cc1	75	107	105	96	92	103	93	114
C=C(C)[C@@H]1CC[C@]2(COCCC#N)CC[C@]3(C)[C@H](CC[C@@H]4[C@@](C)(CCCNCCC#N)[C@H](C(=C)C)CC[C@]43C)[C@@H]12	14[100 µM]	19[100 µM]	7.6*[100 µM]	41[100 µM]	9.8*[100 µM]	16[100 µM]	23[100 µM]	22[100 µM]
O=C1CCc2c(sc3[nH]c(=S)n(Cc4ccc(Cl)cc4)c(=O)c23)C1	-25*	18	11	-10*	6.2*	-19*	-3.1*	5.1*
CCCCC1(CC)COC(CCC)OC1 (configuration not stated)	106	106	106	106	97	100	104	109
N#C/C(=C\NC(N)=S)c1nc2ccccc2s1	78	·	·	94	79	87	90	74
Cc1cc(=O)[nH][nH]c1=O	94&104	95&96	85&84	105&108	95&95	109	106&89	99&104
Clc1ccc2c(c1)nnn1c3ncccc3c(Br)c21	64	·	82	72	64	76	61	17
COc1nc(N)nc2c1N=C(c1ccc(C(F)(F)F)cc1)c1ccccc1N2	96	·	92	98	77	93	79	120
O=C(CSc1nc2c(c(=O)[nH]1)CCCC2)Nc1cccc(C(=O)O)c1	107	99	102	153	95	146	101	103
CCCn1c(=S)sc2c(N/N=C/c3ccc(Cl)cc3)nc(C)nc21	104	72	60	122	88	88	76	98
Clc1ccc(Cc2nnc3sc(-c4ccc5c(c4)OCCO5)nn23)cc1	98	99	95	104	89	97	106	100
C=CC[N+]1(CC)CCN=C1CCCCCCCCCCCCCCCCC (configuration not stated)	-90*	-65*	-67*	-76*	-82*	-83*	-63*	-41*
CCCn1cnc2c(c1=N)C(c1ccc(F)cc1)c1sc3c(F)cccc3c1O2 (configuration not stated)	63	29	17	64	15	58	54	29
N#CC1=C(N)Oc2c(ccc3cccnc23)C1c1ccccc1 (configuration not stated)	49	35	17	52	25	-7.8*	50	36
COc1cc(CN(CCC(O)N2CCCC2=O)Cc2ccccc2)cc(OC)c1OC (configuration not stated)	118	·	96	102	90	110	72	107
CCC(=O)c1ccc(Cl)s1	106	·	109	90	98	·	105	103
O=C(CSc1nc2ccccc2c(=O)n1-c1ccccc1)N/N=C/c1ccc(Oc2ccc(Cl)cc2)cc1	49	70	61	70	65	72	82	59
CCOC(=O)Cn1cnc(C)c1	113	103	104	103	99	110	99	107
COc1ccc2[nH]cc(C(c3cc(F)cc(F)c3)c3c[nH]c4ccc(OC)cc34)c2c1	79	47	59	183	55	90	43	67
CC(=O)Oc1cc2c(cc1Br)OCO2	89	74	93	98	84	82	100	90
C=CCCCCCCCCCBr	51	59	73	·	64	65	91	61
Cc1ccc(Nc2ccnc(Nc3ccc(-c4nnc(N)s4)cc3)n2)c(C)c1	81	105	108	101	89	120	90	106
CNCc1cccc2c1OCCCCCCC(C)(O)CC(C)(C)S(=O)(=O)c1ccc(cc1)-c1cnc(N)c(n1)C(=O)N2 (configuration not stated)	-6.4*	-37*	-29*	28	-58*	-54*	56	24
Cc1ccc(Nc2nc(=O)[nH]c(N)c2N=O)cc1C	106	87	81	103	99	95	92	118
C#CCN1C(=O)c2cccc3c(-c4ccc5c(c4)c(-c4nc6ccccc6s4)cn5CC=C)ccc(c23)C1=O	89	108	101	104	94	96	117	101
O=C(CSc1nnnn1-c1ccccc1)c1cc2c(ccc3ccccc32)oc1=O	84	103	105	104	101	101	98	92
Cc1cc2n(n1)-c1ncccc1Oc1ccc(Cl)cc1-2	96	85	93	108	108	97	72	90
O=C1/C(=C/c2ccc(OCc3ccccc3F)cc2)Oc2cc(O)ccc21	92	·	45	71	46	40	36	63
CN(C)CCCNC(=O)c1cncnc1Nc1ccc2c(ccn2Cc2cccc(F)c2)c1	68	-10*	37	92	71	53	101	81
CCOc1ccc([C@H]2C(C(=O)c3ccc(Cl)cc3)C3(N[C@@H]2c2ccccc2)C(=O)Nc2ccccc23)cc1 (some centres not stated)	70	42	41	96	37	87	55	91
Cc1cccc[n+]1CCC1CCCCC1	105	71	86	93	99	32	·	99
Cc1cccc(-c2n[nH]c(=S)n2N2C(=O)CSC2=S)c1	104	101	104	104	98	104	105	99
COc1ccc2ncc(C#Cc3cncc(C(=O)Nc4ccc(CN5CCN(C)CC5)c(C(F)(F)F)c4)c3)n2n1	-96*	-26*	-9.3*	-76*	-72*	-91*	62	-2.3*
O=C(Nc1nc2ccccc2s1)c1ccc(F)cc1	96	98	90	109	68	94	55	140
COc1ccc(C(=O)C2=Cc3c(C)c4ccccc4n3Cc3cnnn32)cc1	75	·	99	92	88	96	88	88
C=CCON(C)c1ccccc1	105	·	101	107	86	90	89	104
[O-]/[N+](=C\c1ccccc1)CC1(O)CCCCC1	101	99	96	111	93	108	106	98
O=C(O)C1=C(C(=O)O)C2CCC1C2	112	93	103	113	107	·	99	111
CC(C)(C)n1nnnc1C(Nc1cccc(C(F)(F)F)c1)c1cc2cccc3ccc4cccc1c4c32 (configuration not stated)	86	83	71	118	58	72	70	79
CCCC1OCCS1 (configuration not stated)	103	106	104	98	103	113	106	116
N#Cc1ccc(NS(=O)(=O)c2ccc(-c3ccc(Cl)cc3Cl)cc2)cc1	90	85	65	81	79	74	53	90
O=C1NCC(=O)N(Cc2cccnc2)[C@H]1Cc1ccccc1	98	90	92	122	99	97	96	113
CC(=O)Nc1cc2c(cc1[N+](=O)[O-])-c1ccc(F)cc1C2	76	85	99	·	61	18	64	·
COc1cc(CNC(=O)Cc2ccccc2)ccc1OCc1cn(-c2cccc(C(F)(F)F)c2)nn1	75	97	84	83	92	85	80	70
COc1ccc(C2=NN(c3ccccc3)C(c3ccc(OCc4ccc(C)cc4)c(OC)c3)C2)cc1OC (configuration not stated)	104	106	95	101	86	93	89	76
FC(F)(F)c1ccc2nc(-c3nc(-c4ccccc4)n4ccccc34)[nH]c2c1	22	20	83	86	38	83	48	103
COc1ccc2cc(C#Cc3ccc(-n4c(/C=C/c5ccnc6ccccc56)nc5ccccc5c4=O)c(C)c3)ccc2c1	103	95	88	128	88	108	80	112
COc1cc2ccccc2cc1C(=O)NC(=S)Nc1ccc(-c2nc3ccccc3o2)cc1	70	58	85	83	80	94	75	72

# 3 entries from above, field by field.
Compound: FC(F)(F)c1ccc2nc(-c3nc(-c4ccccc4)n4ccccc34)[nH]c2c1
  MDA-MB-231: 22
  SR: 20
  K-562: 83
  BT-549: 86
  MCF7: 38
  MDA-MB-468: 83
  T-47D: 48
  HS 578T: 103

Compound: COc1ccc2cc(C#Cc3ccc(-n4c(/C=C/c5ccnc6ccccc56)nc5ccccc5c4=O)c(C)c3)ccc2c1
  MDA-MB-231: 103
  SR: 95
  K-562: 88
  BT-549: 128
  MCF7: 88
  MDA-MB-468: 108
  T-47D: 80
  HS 578T: 112

Compound: COc1cc2ccccc2cc1C(=O)NC(=S)Nc1ccc(-c2nc3ccccc3o2)cc1
  MDA-MB-231: 70
  SR: 58
  K-562: 85
  BT-549: 83
  MCF7: 80
  MDA-MB-468: 94
  T-47D: 75
  HS 578T: 72

# Next records.
Compound	MDA-MB-231	SR	K-562	BT-549	MCF7	MDA-MB-468	T-47D	HS 578T
Cc1ccc(-c2csc(NC(=O)CSc3nc(-c4ccccc4)c(C#N)c(=O)[nH]3)n2)cc1	91	·	94	93	91	88	99	79
COc1ccc(-c2nn(-c3ccccc3)cc2/C=C2\SC(=S)N(C)C2=O)cc1	93	·	98	109	94	106	90	88
CCOc1nc(-c2ccccc2)cc2c(O)c(C(=O)N/N=C/c3ccc(O)cc3)[nH]c(=O)c12	98	69	96	96	96	107	93	159
CCCCCCCCCCCCc1ccc(C(C)=O)cc1	98	100	107	108	90	101	108	108
O=C(c1ccc(-c2nc(CSc3nc4ccccc4s3)no2)cc1)N1CCSCC1	65	43	37	68	72	4.1*	11	106
C#CCn1cc(/C=N/Nc2nc(-c3ccc(F)cc3)cs2)c2ccccc21	91	113	103	119	57	95	74	92
COc1ccc(CCN2COc3c([C@@H](C)CCC=C(C)C)ccc(C)c3C2)cc1OC	57	·	13	88	41	27	-23*	77
COc1ccc(C(C)=C(c2ccc(OCCN(C)C)cc2)c2ccc(OCCN(C)C)cc2)cc1	-52*	-46*	-67*	-27*	-68*	-77*	-61*	-47*

# Rewritten as labelled records: entries from further up.
O=C(Nc1nc2ccccc2s1)c1ccc(F)cc1
- MDA-MB-231: 96
- SR: 98
- K-562: 90
- BT-549: 109
- MCF7: 68
- MDA-MB-468: 94
- T-47D: 55
- HS 578T: 140
O=C(CSc1nc2c(c(=O)[nH]1)CCCC2)Nc1cccc(C(=O)O)c1
- MDA-MB-231: 107
- SR: 99
- K-562: 102
- BT-549: 153
- MCF7: 95
- MDA-MB-468: 146
- T-47D: 101
- HS 578T: 103
CNCc1cccc2c1OCCCCCCC(C)(O)CC(C)(C)S(=O)(=O)c1ccc(cc1)-c1cnc(N)c(n1)C(=O)N2 (configuration not stated)
- MDA-MB-231: -6.4*
- SR: -37*
- K-562: -29*
- BT-549: 28
- MCF7: -58*
- MDA-MB-468: -54*
- T-47D: 56
- HS 578T: 24
COc1ccc(C(C)=C(c2ccc(OCCN(C)C)cc2)c2ccc(OCCN(C)C)cc2)cc1
- MDA-MB-231: -52*
- SR: -46*
- K-562: -67*
- BT-549: -27*
- MCF7: -68*
- MDA-MB-468: -77*
- T-47D: -61*
- HS 578T: -47*

# Carrying on.
Compound	MDA-MB-231	SR	K-562	BT-549	MCF7	MDA-MB-468	T-47D	HS 578T
COc1ccc(-c2oc3c(OC)c4c(c(OC)c3c2CC(=O)N2CCOCC2)OCO4)cc1	98	100	109	100	108	103	106	107
Cc1cc(Br)cc(Br)c1OCC(=O)O	112	105	91	112	94	102	97	110
CCOc1ccc(I)cc1	102	114	119	116	98	105	114	111
COc1ccc(-c2cn(-c3ccc(Cl)cc3)c(SCC(=O)c3ccc(C)cc3)n2)cc1	87	83	90	91	90	84	93	78
Cc1cc(C2C(=O)NC(=O)C2=O)c(C)cc1Br (configuration not stated)	108	108	107	97	100	105	111	101
COc1ccc(-c2nc(SCCC(C)C)nc(N/N=C(/C)c3ccc(N)cc3)c2C#N)cc1	82	90	94	97	86	103	85	92
O=C(CSc1oc(-c2ccccc2)nc1S(=O)(=O)c1ccc(Br)cc1)c1ccccc1	103	84	86	102	95	116	80	96
CC(=O)c1nc2ccccc2n1CCn1cc(CC(N)C(=O)O)c2ccccc21 (configuration not stated)	77	91	92	105	75	118	106	109
COC(=O)C1=C(C)NC(C)=C(C(=O)OCc2ccccc2)C1c1cccc(C#N)c1 (configuration not stated)	70	66	43	104	71	66	88	71
Cc1cc(=O)oc2cc(OCCCCOc3ccc(/C=C/C(=O)Nc4cccc(Cl)c4)cc3)ccc12	88	55	64	41	51	3.4*	25	29
O=C1/C(=C/c2cccc([N+](=O)[O-])c2)Sc2scc(-c3ccc([N+](=O)[O-])cc3)[n+]21	108	69	87	90	98	111	94	101
CC1(C)CCC(C)(C)c2cc(NC(=O)c3ccc(C(=O)NC#N)cc3)ccc21	96	94	92	111	81	87	75	81
O=S(=O)(O)CC(O)CN1CCN(CCO)CC1 (configuration not stated)	119	92	97	99	96	105	108	104
CCCCCCc1nc2nc(Cl)c(Cl)nc2[nH]1	89	63	39	66	64	31	23	76
OC(c1ccccc1)c1n[nH]c(=S)n1-c1ccc(F)cc1 (configuration not stated)	94	·	92	117	101	100	106	102
CS(=O)(=O)c1ccc(-n2nc(C(=O)N(O)Cc3ccccc3)cc2-c2ccccc2)cc1	100	89	88	134	99	132	104	117
C/C(=N\NC(=S)Nc1cccc(Cl)c1Cl)c1sc(Nc2cccc(Cl)c2)nc1C	96	88	93	100	89	100	95	102
CC1CCCCN1/N=N/c1nc2c([nH]1)c(=O)n(C)c(=O)n2C (configuration not stated)	103&106	99&86	94&104	92&120	46&47	114&106	98&97	98&116
C#COc1cccc(Nc2ncnc3ncc(NC(=O)C=C)cc23)c1	80[6.25 µM]	59[6.25 µM]	78[6.25 µM]	73[6.25 µM]	80[6.25 µM]	43[6.25 µM]	77[6.25 µM]	90[6.25 µM]
